Source: PubChem BioAssay (several laboratories)
MRP1 act: MRP-1 activation | H69AR cells + doxorubicin, viability rescue, CellTiter-Glo | viability increase, % at 10 µM | hit rate 0.61% among 140,000 | AID 799;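 active means viability gain under doxorubicin at or above a set limit, the compound median plus 3 SD, cut at about 4.7% in these data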;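 further: MRP-1 overexpressing cells given doxorubicin 25 µM after compound pretreatment; 18-22 h compound pretreatment then 72 h with doxorubicin before readout; 0% = doxorubicin-only wells and 100% = vehicle-treated cells without doxorubicin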
bCat KO growth: beta-catenin-lacking colon tumor cell growth suppression; HCT116 beta-catenin knockout viability, CellTiter-Glo, 60 h; active compounds read low; viability, % at 10 µM; AID 818; hit rate 1.5% among 140,000;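 active means viability at or under a set limit, the compound median less 4 SD, cut at about 6% in these data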;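 further: 0% = Hyamine 1622 control at 20 µM and 100% = untreated cell control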
Yeast growth inh: reduces growth of yeast BB579 in restrictive medium | S. cerevisiae BB579 growth, OD615, 48 h | inhibition, % at 10 µM | hit rate 0.51% among 140,000 | AID 804;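 active means inhibition above a set limit, 3 SD over the mean compound inhibition, cut at about 44% in these data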; further: inactives centre near -24
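Test system: DeaD yeast strain BB579 / Buffer or medium: restrictive glucose-based CSMM-D medium / Doses: single 10 µM dose / Schedule: 4 h cell preincubation, 48 h compound exposure, 30 °C humidified / Technique: culture absorbance at 615 nm / Controls: amphotericin B positive control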
GALR2 blocker: blocks the human galanin receptor 2; O43603; GALR2-expressing cells, antagonist mode; hit rate 0.39% among 140,000; inhibition, % at 4 µM; AID 828; in the data active means inhibition above about 27%;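 further: cells stimulated with galanin 1-16 at roughly its EC80; 0% = agonist challenge control and 100% = basal control without agonist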
Target sequence (O43603 whole entry, looked up): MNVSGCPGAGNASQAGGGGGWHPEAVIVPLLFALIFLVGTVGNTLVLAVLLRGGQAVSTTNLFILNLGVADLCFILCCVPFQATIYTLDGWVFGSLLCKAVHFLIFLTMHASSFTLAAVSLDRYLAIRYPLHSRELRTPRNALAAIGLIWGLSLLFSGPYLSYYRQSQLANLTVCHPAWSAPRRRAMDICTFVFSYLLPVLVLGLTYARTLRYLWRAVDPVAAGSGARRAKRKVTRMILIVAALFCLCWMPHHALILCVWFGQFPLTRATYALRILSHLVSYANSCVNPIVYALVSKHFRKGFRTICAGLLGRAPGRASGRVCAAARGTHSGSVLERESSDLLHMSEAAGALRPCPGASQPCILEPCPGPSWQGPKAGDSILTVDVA
Phagocyt inh: inhibitors of macrophage phagocytosis | J774A.1 macrophage IgG-bead phagocytosis, imaging | inhibition, % at 5 µM | hit rate 0.07% among 110,000 | AID 1029;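 active means inhibition above the mean of the plate negative controls plus 5 SD, cut at about 13% in these data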;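 further: phagocytic index as fraction of beads internalized from green versus red external bead signal; plate controls were DMSO negative control for no effect and cytochalasin-D positive control for full effect; some results beyond the cut were filed as inactive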
HCT116 PTEN-null: PTEN-deleted cell growth suppression. HCT116 PTEN-null viability, CellTiter-Glo, 60 h; active compounds read low. hit rate 1.2% among 140,000. viability, % at 10 µM;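 active means viability at or below a set limit, 4 SD under the median of all tested compounds, cut at about 3.7% in these data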;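 further: PTEN knockout HCT116 line with beta catenin targeted HCT116 as companion control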
Yeast life ext: yeast lifespan extension | S. cerevisiae growth with nicotinamide, OD615; deaD strain in restrictive glucose medium | hit rate 0.68% among 130,000 | inhibition of the nicotinamide effect, % at 10 µM;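 active means inhibition above a set limit, placed 3 SD over the median of all compounds, cut at about 26% in these data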;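 further: 0% = nicotinamide-treated wells and 100% = cells grown without nicotinamide; some compounds called inactive have numbers as strong as hits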
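Assay system: engineered S. cerevisiae DeaD replicative-lifespan strain, galactose-grown log-phase cells; medium: restrictive CSMM-D dextrose medium; also added: nicotinamide, 1.5 mM, co-present with compound; schedule: 48 h compound exposure at 30 °C, humidified; detection: absorbance at 615 nm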
NPY-Y2 antag: antagonists of human neuropeptide Y receptor Y2 | P49146 | NPY-Y2 expressing cells, antagonist mode | inhibition, % at 2.7 µM | hit rate 0.99% among 140,000 | AID 793; in the data active means inhibition above about 17%;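 further: 0% = vehicle with agonist challenge and 100% = reference antagonist with challenge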
Target sequence (P49146 whole entry, looked up): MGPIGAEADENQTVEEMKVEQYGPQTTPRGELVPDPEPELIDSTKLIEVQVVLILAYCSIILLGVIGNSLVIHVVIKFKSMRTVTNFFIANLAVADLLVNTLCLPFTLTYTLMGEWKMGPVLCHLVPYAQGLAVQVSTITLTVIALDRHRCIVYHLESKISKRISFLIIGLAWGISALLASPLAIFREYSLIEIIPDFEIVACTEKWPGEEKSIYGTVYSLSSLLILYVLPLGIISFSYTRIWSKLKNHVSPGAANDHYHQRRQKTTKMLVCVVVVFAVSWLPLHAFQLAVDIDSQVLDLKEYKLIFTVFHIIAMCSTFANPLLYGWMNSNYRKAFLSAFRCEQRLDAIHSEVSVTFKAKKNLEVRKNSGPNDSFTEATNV
Measles CPE: protection of cells from measles virus. Measles virus-infected cells, CPE protection, absorbance. protection (pct of control), % at 4 µM. hit rate 1.5% among 140,000. AID 841; in the data active means protection mostly above about 24%, no sharp cut-off; inactive means mostly below about 26%; further: some compounds called inactive have numbers as strong as hits
E-sel TNF inh: blocks E-selectin expression induced by TNF alpha; HUVEC TNFa-induced E-selectin immunofluorescence, high content; inhibition, % at 2 µM; hit rate 0.71% among 120,000;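 active means inhibition above the batch mean plus 3 SD, and confirmed as a hit on visual image review, cut at about 43% in these data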;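 further: 0% = TNF-stimulated DMSO wells and 100% = unstimulated control wells; not every result past the cut was called active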
* = called active by the depositor; . = no result given; & = joins results of further samples. Rows were taken by chance; any-hit rate near 6.2%.

SMILES	MRP1 act	bCat KO growth	Yeast growth inh	GALR2 blocker	Phagocyt inh	HCT116 PTEN-null	Yeast life ext	NPY-Y2 antag	Measles CPE	E-sel TNF inh
COc1ccc(OC)c(C(=O)COC(=O)CNC(=O)c2ccccc2)c1	-2.5	97	-17	6	-10	83	0	2	15	.
CCCSc1nnc(NC(=O)Nc2ccccc2)s1	3.9	74	-40	11	-6	64	3	4	3	-33
COc1cccc(-c2cc(=O)c3cc(NC(=O)c4ccc(N(C)C)cc4)ccc3[nH]2)c1	-4.5	12	-33	24	.	9	2	5	8	9
CC(C)CC(=O)N1CCC(O)(CS(=O)(=O)Cc2ccc(Cl)cc2)CC1	-2.6	74	-29	5	.	89	-26	0	5	-25
CC(=O)c1cccc(NC(=O)N2CCCC2C(=O)NCc2ccccc2)c1 (stereo not given)	-1.0	86	-22	6	-2	108	-6	-2	5	22
CCN(c1ccc(NC(=O)COC(=O)c2ccc(C)c(S(=O)(=O)N3CCOCC3)c2)cc1)C(C)C	-1.9	92	4	-6	0	97	-2	0	7	0
Cc1nn(CC(O)COc2ccc3c(c2)CCC3)c(C)c1C (stereo not given)	-0.6	71	-43	11	2	79	-13	3	3	-21
CCn1cc(C(=O)Nc2ccc(OC)c(OC)c2)c2cc(OC)c(OC)cc2c1=O	-0.7	106	-80	-8	-1	100	1	1	30	4
O=c1[nH]c(=O)n(-c2ccc(F)cc2)c2c1C(C(F)(F)F)(C(F)(F)F)N=C(c1ccc(F)cc1)N2	-6.2	14	-42	18	-5	11	-1	2	5	.
CCCC(=O)Nc1c(O)c2ccccc2[nH]c1=O	-3.3	105	-17	8	0	92	-21	-2	20	.
COC(=O)C1=C(N)Oc2cc(C)n(Cc3cccnc3)c(=O)c2C1c1ccc(OC)c(OC)c1OC (stereo not given)	-1.4	97	-45	2	0	101	5	3	3	.
COc1ccc(Sc2nc3ccccc3n3c(C(F)(F)F)nnc23)cc1	-1.7	89	-52	-12	.	96	9	0	5	-11

3 compounds out of the list, ordered by molecular weight, smallest number first:
SMILES	MRP1 act	bCat KO growth	Yeast growth inh	GALR2 blocker	Phagocyt inh	HCT116 PTEN-null	Yeast life ext	NPY-Y2 antag	Measles CPE	E-sel TNF inh
CCCC(=O)Nc1c(O)c2ccccc2[nH]c1=O	-3.3	105	-17	8	0	92	-21	-2	20	.
COc1ccc(OC)c(C(=O)COC(=O)CNC(=O)c2ccccc2)c1	-2.5	97	-17	6	-10	83	0	2	15	.
CC(C)CC(=O)N1CCC(O)(CS(=O)(=O)Cc2ccc(Cl)cc2)CC1	-2.6	74	-29	5	.	89	-26	0	5	-25

New compounds follow
SMILES	MRP1 act	bCat KO growth	Yeast growth inh	GALR2 blocker	Phagocyt inh	HCT116 PTEN-null	Yeast life ext	NPY-Y2 antag	Measles CPE	E-sel TNF inh
CCc1nnc(NC(=O)c2ccncc2)s1	1.4	100	-20	6	-1	86	-8	1	10	-39
COc1cc(C(=S)N2CCCC2)cc(OC)c1O	0.3	108	-55	1	0	96	-4	4	6	-1
CCOC(=O)c1cc2cc(C)ccc2[nH]1	1.0	82	-17	-3	9	85	-22	4	7	-10
CN(C)c1cc(O)c(C(=S)Nc2ccccc2)c(N(C)C)c1	-4.5	75	-6	3	.	84	-20	0	3	.
O=C(Nc1nc(-c2ccncc2)cs1)c1ccc(S(=O)(=O)N2CCOCC2)cc1	-0.4	80	-46	8	1	84	-13	1	3	63*
CC(CN(C)Cc1ccccc1)OC(=O)c1ccc2c(c1)OCCO2 (stereo not given)	-0.8	97	-18	1	-1	98	-8	9	2	2
Cc1csc(NC(=O)CCc2c(C)nc3cc(-c4cccc(F)c4)nn3c2C)n1	0.3	63	-32	14	.	50	0	-3	4	-24
O=C(CN1C2=NCCN2c2ccccc21)N1CCOCC1	-3.2	95	-6	-11	0	102	-6	2	14	18
O=C(NC1CCCCCCC1)c1ccco1	-2.5	98	14	0	1	86	6	-2	35	-62
COCCn1c(=NC(=O)CSC(C)=O)sc2cc(OC)ccc21	-4.7	76	42	-3	0	92	-3	-2	11	-27
CN(C1CCS(=O)(=O)C1)S(=O)(=O)c1ccc(N2CCCC2=O)cc1 (stereo not given)	-1.8	98	-14	-9	-3	100	-18	4	7	12
CCOC(=O)c1c(NC(=O)CCN2C(=O)c3ccccc3C2=O)sc(C(=O)OC(C)C)c1C	-0.5	98	-10	1	.	96	-21	5	4	-10
CC1CC(C)CN(CCCn2c(=S)[nH]c3ccccc3c2=O)C1 (stereo not given)	-0.1	95	-73	-14	-1	105	-2	3	14	10
CC1Cc2ccccc2N1Cc1nc2cc(Cl)ccc2c(=O)[nH]1 (stereo not given)	-1.5	67	-44	-5	1	71	-10	1	4	-1
Cc1cc(C)c(S(=O)(=O)O)c(C)n1	-0.9	96	-17	0	0	93	-11	5	9	.
O=C(NN1C(=O)C2C(c3ccccc3)C=CC(c3ccccc3)C2C1=O)c1cccc(Br)c1 (stereo not given)	1.7	90	-25	-2	-9	88	2	4	7	.
COc1ccc(NC(=O)COC(=O)C(CC(C)C)N2C(=O)C3CC=CCC3C2=O)cc1Cl (stereo not given)	-1.4	85	-6	-3	0	99	3	1	22	.
CCOC(=O)C1=C(C)Nc2nnnn2C1c1ccccc1Cl (stereo not given)	-2.2	82	-14	-7	.	96	.	5	5	11
CCn1nc(C)c(C(=O)Nc2cc(Oc3ccc(Cl)cc3)cc([N+](=O)[O-])c2)c1C	0.5	67	17	5	.	69&67	-20	9	12	-4
O=C(Cn1nnc(-c2ccccc2Cl)n1)N/N=C/c1ccc(-c2cccc(Cl)c2)o1	2.1	35	-24	-4	.	25	-4	1	14	.
O=C(NC(=S)Nc1ccc2oc(=O)ccc2c1)c1ccc(-c2cccc(Cl)c2Cl)o1	-5.1	101	-30	11	3	96	1	2	11	.
Oc1c(I)cc(I)c2cccnc12	-1.9	76	83*	-6	.	88	-4	5	47	.
Clc1ccccc1C1CC(c2ccccc2)Nc2ncnn21 (stereo not given)	1.4	93	-23	2	0	92	0	4	10	.
Cc1ccc(OCC(=O)N2N=C(C(F)(F)F)CC2(O)C(C)(C)C)cc1C (stereo not given)	-1.7	69	-19	-5	.	72	3	-1	38	-16
N#C/C(=C/c1ccccc1[N+](=O)[O-])c1nnc2n1CCCCC2	-2.5	84	-12	7	.	85	6	-1	13	-10
COc1ccccc1Nc1nnc(SCC(=O)NC(=O)Nc2ccc3c(c2)OCCO3)s1	-3.8	18	-52	6	-3	14	4	8	2	.
CC1(C)CC(=O)C(C(c2ccccc2F)C2C(=O)CC(C)(C)CC2=O)C(=O)C1	-1.9	112	0	7	.	93	15	3	52	-37
CCOC(=O)c1c(-c2ccccc2)csc1NC(=O)c1ccc(S(=O)(=O)N2CC(C)OC(C)C2)cc1 (stereo not given)	0.5	98	-18	4	-1	92	-1	-2	14	13
COCCCn1c(SCc2cccc(OC)c2)nc2cc(OC)c(OC)cc2c1=N	-5.4	66	-74	6	.	71	-21	6	29	-11
Cc1ccc2c(c1)CCCN2C(=O)Nc1ccc2c(c1)OCO2	-1.5	79	-22	-5	1	87	-16	4	7	7
CCOc1ccc2nc(/N=C/c3nc(-c4ccc(Br)cc4)oc3O)sc2c1	0.1	91	-32	0	-2	91	-4	0	9	.
C/C(=N\NC(=S)NC1CCCCC1)c1ccc(C#N)cc1	-0.9	86	0	3	-1	88	-5	5	11	.
O=C(NC(=O)N1CCOCC1)c1ccccc1	-0.5	99	-43	-10	-3	97	7	-1	32	.
Cc1ccc(N)cc1-n1c(C)ccc1C	-4.9	56	-35	6	1	60	-21	-1	2	-10
CC(=O)C1C(c2ccncc2)NC(=O)NC1(O)C(F)(F)F (stereo not given)	0.0	100	-21	-6	.	102	-5	-1	17	-20
CCNC(=O)CN(c1ccc(OC)c(OC)c1)S(=O)(=O)c1ccccc1	-1.1	103	-19	-2	1	98	-7	3	6	11

7 compounds drawn at random from those above:
SMILES	MRP1 act	bCat KO growth	Yeast growth inh	GALR2 blocker	Phagocyt inh	HCT116 PTEN-null	Yeast life ext	NPY-Y2 antag	Measles CPE	E-sel TNF inh
COCCCn1c(SCc2cccc(OC)c2)nc2cc(OC)c(OC)cc2c1=N	-5.4	66	-74	6	.	71	-21	6	29	-11
CC(=O)C1C(c2ccncc2)NC(=O)NC1(O)C(F)(F)F (stereo not given)	0.0	100	-21	-6	.	102	-5	-1	17	-20
Cc1ccc2c(c1)CCCN2C(=O)Nc1ccc2c(c1)OCO2	-1.5	79	-22	-5	1	87	-16	4	7	7
Cc1ccc(N)cc1-n1c(C)ccc1C	-4.9	56	-35	6	1	60	-21	-1	2	-10
N#C/C(=C/c1ccccc1[N+](=O)[O-])c1nnc2n1CCCCC2	-2.5	84	-12	7	.	85	6	-1	13	-10
CC1(C)CC(=O)C(C(c2ccccc2F)C2C(=O)CC(C)(C)CC2=O)C(=O)C1	-1.9	112	0	7	.	93	15	3	52	-37
CCOC(=O)c1c(-c2ccccc2)csc1NC(=O)c1ccc(S(=O)(=O)N2CC(C)OC(C)C2)cc1 (stereo not given)	0.5	98	-18	4	-1	92	-1	-2	14	13

The listing continues:
SMILES	MRP1 act	bCat KO growth	Yeast growth inh	GALR2 blocker	Phagocyt inh	HCT116 PTEN-null	Yeast life ext	NPY-Y2 antag	Measles CPE	E-sel TNF inh
CCOC(=O)COc1ccc(Oc2nc(C)cc(OC)n2)nn1	-2.0	90	-35	-6	.	95	-14	2	5	-4
CON(C)c1nc(Oc2ccc(=O)[nH]n2)nc(N(C)C)n1	-0.5	100	5	7	1	87	1	0	17	12
CCCCNC(=O)c1c(N)n(/N=C/c2ccccn2)c2nc3ccccc3nc12	-2.4	114	-64	-13	1	96	-6	0	14	.
Cc1occc1-c1nnc(SCC(=O)Nc2nccs2)n1CCc1ccccc1	-3.2	107	-12	-6	-2	88	-22	3	9	-24
COC(=O)c1cn(CC(=O)NC2CCCCC2)c2ccccc12	-1.9	84	-65	-5	0	92	0	2	7	-33
COc1ccc(NC(=O)CNS(=O)(=O)c2cccs2)c(OC)c1	-0.9	89	-40	5	0	96	-7	1	10	14
COC(=O)c1ccccc1OCC(=O)NC1CCCCC1	-1.1	103	35	2	2	89	2	5	6	15
CCC1S/C(=N/C(=O)NC2CCCCC2)NC1=O (stereo not given)	0.8	90	-30	-6	.	94	.	0	18	-9
